NCI-60 one-dose screen, 48 h, at 10 µM unless noted. Numbers give growth in % (100 = growth as untreated, 0 = no growth, -100 = all killed).
HL-60(TB): HL-60(TB) leukemia cells; 78,000 tested, 9% active; active = growth percent below 10
* marks the source's active call; other numbers are inactive results; & = joins results of further samples. A portion of the library; rates above refer to the full screens.

SMILES	HL-60(TB)
C[C@@H]1C[C@H]2C(=O)O[C@@H](C)C(NC(=O)[C@H](Cc3cc(F)cc(F)c3)NC(=O)Nc3ccc(C4CC4)cc3F)C(=O)N3CCC[C@H]3C(=O)N3CCCC[C@H]3C(=O)N[C@@H](CO)C(=O)N2C1 (some centres not stated)	11.5
CCOC(=O)c1ccc(Nc2nc(NN)nc(-c3ccc(F)cc3)c2C#N)cc1	88.0
O=C(CCl)Nc1ccc([N+](=O)[O-])cc1[N+](=O)[O-]	77.3
Cc1[nH]c(C(=O)Nc2ccc(C(N)=O)cc2N2CCOC(C)C2)c(Cl)c1Cl (configuration not stated)	98.1
Oc1c(CCl)cc(Cl)cc1CCl	103.0
COc1ccc2nc(-c3ccccc3)cc(C(C)=O)c2c1	84.8
C=CCOC(=O)C(O)c1ccccc1 (configuration not stated)	91.1
COc1ccc(-c2cn(-c3cc(OC)c(OC)c(OC)c3)c(=O)n2C(C)=O)cc1	32.2
COc1ccc(NC(=O)c2ccc(NC3=C(c4ccc(OC)cc4)C(=O)NC3=O)cc2)cc1	81.7
CC(=O)Oc1cccc2c(OC(C)=O)cccc12	108.9
C#CCOc1cccc(Nc2c(Cl)c(CCl)nc3ccc(Oc4ccccc4)cc23)c1	41.4
CC/C(Cc1ccccc1)=C(/c1ccc(O)cc1)c1ccc(OCCN2CCCCCC2)cc1	86.3
Oc1ccc2ccccc2c1N=Nc1ccc(N=Nc2ccccc2)cc1	97.6
Nc1[nH]nc2c1-c1nc3ccccc3n1C(Nc1ccccc1)N2 (configuration not stated)	108.8
COc1ccccc1/C=C1\Oc2cc(OCCN3CCCC3)ccc2C1=O	97.1
Cc1cc(Cl)ccc1Nc1nc(C(F)(F)F)ccc1C(=O)N/N=C/c1ccccc1Cl	12.5
CCOC(=O)CNC(=O)CN(CC(=O)OC)C(=O)[C@@]1(C)CCC[C@]2(C)[C@H]3C[C@H]4C(C(C)C)=C[C@]3(CC[C@H]21)[C@@H]1C(=O)CCC(=O)[C@@H]14	94.5
O=C1c2[nH]c(=O)[nH]c(=O)c2CN1Cc1ccccc1	91.6
O=Cc1c(OCc2cnnn2CC(=O)Nc2ccc([N+](=O)[O-])cc2)ccc2ccccc12	104.3
FC(F)(F)Oc1ccc2nc3nc4ccc[nH]c4cc3c2c1	73.4
O=C(Nc1ccc(-c2nc3ccccc3[nH]2)cc1)c1ccc(Cl)c(Cl)c1	95.9
CCN1C(=O)/C(=N\N=C(/C)c2ccc3c(c2)Nc2ccccc2S3)c2cc(Cl)ccc21	75.2
COc1nc(N)nc(-n2c(-c3ccc(C)cc3)nc3ccccc32)c1NCc1ccc(C)cc1	100.6
C=CCSC1=NC2C(N(CC)C(=O)N2CC)N1/N=C/C=C/c1ccccc1[N+](=O)[O-] (configuration not stated)	86.1
COc1ccccc1OCC(=O)Nc1sc2c(c1C(N)=O)CCC2	50.1
COc1cccc(-c2nc3occn3c2-c2ccnc(NCCCNS(=O)(=O)c3cccc(F)c3)n2)c1	112.1
[N-]=[N+]=CC(=O)CCC(=O)C=[N+]=[N-]	76.4
Cc1ccccc1C(=O)c1ccccc1C	97.2
COc1ccc(C(OCC2OC(n3ccc(NC(=O)c4ccccc4)nc3=O)C(O)C2O)(c2ccccc2)c2ccccc2)cc1 (configuration not stated)	22.9
COc1ccc2ccccc2c1	109.4
CCCCCN(CCCCC)C(=O)C(C)O (configuration not stated)	76.0
OC(CN1CCOCC1)C(c1ccccc1)c1ccccc1 (configuration not stated)	80.5
Cc1ccc(O)c(C=O)c1	90.0
CC(C)(O)C(C(=O)O)c1ccccc1 (configuration not stated)	97.9
CCN(CC)c1ccc(/C=N/Nc2nc(-c3ccc(Cl)cc3)cs2)c(O)c1	76.8
COc1ccc([C@H]2[C@H](C(=O)O)c3ccccc3C(=O)N2c2ccc(Oc3ccccc3)cc2)cc1	102.8
O=[N+]([O-])c1cc(Cl)ccc1Nc1ccccc1	101.7
COc1cccc(/C=C2\COc3ccc(O)cc3C2=O)c1OC	-14.5*
CC(=O)C(C[n+]1ccccc1)c1ccccc1 (configuration not stated)	100.5
CNC(=O)c1cc(Oc2ccc3nc(NC(=O)c4ccc(C)c(C(F)(F)F)c4)sc3c2)ccn1	80.8

Sorted by length of the SMILES (largest number first): part of the list above.
SMILES	HL-60(TB)
COc1ccccc1/C=C1\Oc2cc(OCCN3CCCC3)ccc2C1=O	97.1
CC(=O)Oc1cccc2c(OC(C)=O)cccc12	108.9
Cc1ccccc1C(=O)c1ccccc1C	97.2

The results go on:
SMILES	HL-60(TB)
O=C(NC1CC1)c1cc2n(n1)CC(c1ccccc1)N2 (configuration not stated)	107.1
CN(C)CC1CCCCC1=O (configuration not stated)	60.9&76.3
COC(=O)/C(CCC=C(C)C)=C1\[C@@H](OC(C)=O)C[C@@]2(C)[C@H]1C[C@@H](O)[C@H]1[C@@]3(C)CC[C@H](N4CCCC4)[C@@H](C)[C@@H]3CC[C@@]12C	102.5
CN(C)CCN1C(=O)c2ccc3c4c(ccc(c24)C1=O)C(=O)N(CCN=C=S)C3=O	-51.1*
Cc1cnoc1C(=O)Nc1nn(Cc2ccc(C(F)(F)F)cc2)c2ccccc12	107.9
Cc1c([N+](=O)[O-])cc(C(C)C)c(O)c1[N+](=O)[O-]	107.0
COc1cc(/C=N/N2C(=O)c3ccccc3C2=O)ccc1O	36.3
COc1cc(NCCCCCNC(C)(C)C)c2ncccc2c1	128.4
CN1CC(=O)N(O)C1(C)c1cccnc1 (configuration not stated)	92.2
O=C1/C(=C/c2ccc(Cl)cc2)SC(=S)N1CCc1ccc(O)cc1	76.6
COc1ccc(C2OC(Cn3nnnc3-c3ccccc3)=NN2C(C)=O)cc1 (configuration not stated)	87.7
Cc1[nH]c(C(=O)Nc2cc(C(N)=O)ccc2OC2CCNC2)c(Cl)c1Cl (configuration not stated)	88.6
CCCCCOC(=O)c1cccc(NC(=O)CNCC)c1	92.6
O=S(=O)(c1ccccc1)c1ccc(Cl)cc1	103.4
C(=NC1CCCCC1)c1ccccc1	97.9
Nc1cc(S(=O)(=O)O)cc2cc(S(=O)(=O)O)cc(S(=O)(=O)O)c12	97.7
FC(F)(F)c1nn(-c2ccccc2)c2c1-c1cc(Cl)ccc1CO2	99.5
CC(=O)OC12C=C(C)C(C3C(=O)OC(=O)C31)C(C)(C)C2 (configuration not stated)	73.0
Cc1cc(-c2ccccc2)n2nc3[nH]c(=O)c(=O)n-3nc2c1C#N	141.4
CCC(=O)c1cc(-c2cc(C(=O)CC)[nH]n2)n[nH]1	112.5
Cc1[nH]c(/C=C/C(=O)c2ccc(C(F)(F)F)c(F)c2)c(C)c1C(=O)NCC(=O)NCC(F)(F)F	94.2&98.8
Cc1ccc(Cn2cc(COc3ccc4c5ccnc(C)c5n(CCCc5ccccc5)c4c3)nn2)cc1	77.6
CCCC/C(=C\C(=O)O)C(=O)O	84.6
CN(C)c1ccc(C2(c3ccc(N(C)C)cc3)OC(=O)c3cc(N(C)C)ccc32)cc1	109.8&103.1
Cn1cc(-c2nc(-c3c[nH]c4ccncc34)cs2)c2cc(F)ccc21	-55.3*
CC(C)c1nc(-c2ccc(Cl)c(O)c2)c(-c2ccnc(NCCNS(=O)(=O)c3ccc(O)cc3)c2)s1	102.9
Fc1ccc(Nc2ncnc3onc(-c4ccccc4)c23)cc1	93.7
COc1ccc(/C=C2\Oc3cc(OCCN4CCC(Cc5ccccc5)CC4)ccc3C2=O)c(OC)c1	100.4
O=C(O)COc1ccc(S(=O)(=O)c2ccc(OCC(=O)O)cc2)cc1	87.1
Cc1n[nH]c(=S)n1N	88.3
CCC1=C[C@]2(C3CC(=O)N(c4ccccc4)C3=O)CC(C(C)(C)C)C[C@@H]2[C@@H]2C(=O)N(c3ccccc3)C(=O)[C@H]12 (some centres not stated)	84.1
O=C(N/N=C/c1c[nH]c2ccccc12)c1cn(C2CC2)c2cc(N3CCNCC3)c(F)cc2c1=O	98.0
Cc1nc(N)[nH]c(=O)c1CCCNc1ccc(CCCCC2(CCl)OCCO2)cc1	100.2&102.9
COc1ccc(Br)cc1C(c1cc(Br)ccc1OC)C(Cl)(Cl)Cl	94.9
COc1cc(NS(=O)(=O)c2ccc(NC3=C(Cl)C(=O)c4nc(C)ccc4C3=O)cc2)ncn1	95.5
Nc1ncnc2sc(-c3ccc(N4CCOCC4)nc3)c(-c3ccccc3)c12	87.4
O=C(O)c1ccc(-c2cccc(Oc3ccc4nnc(Cl)n4n3)c2)cc1	107.6
O=C(C[P+](c1ccccc1)(c1ccccc1)c1ccccc1)c1ccccc1	93.1
O=C(CBr)OCc1ccc([N+](=O)[O-])o1	117.8
CCCCC1COc2cccc3c(SCC(=O)N(C)c4ccc(OC)cc4)cc[n+]1c23 (configuration not stated)	100.6
CC1=NCCO1	68.3
Cc1cc(C)[n+](C)c(C)n1	100.9
COc1ccc(C2C(C#N)=C(N)Oc3c2sc2c(F)cccc32)cc1 (configuration not stated)	-29.0*
COc1cc(/C=N/OC(=O)Nc2ccccc2)cc(OC)c1OC	99.2
O=C(O)c1cccc(=O)o1	94.6
Cc1ccc(NC(=O)Nc2ccc(Nc3ncnc4sc5c(c34)CCNC5)cc2)cc1Cl	72.5
Nc1nc(/C(=C/CC(=O)O)C(=O)N[C@@H]2C(=O)N3C(C(=O)O)=CCS[C@H]23)cs1	104.0
Cc1ccc2c(n1)C(=O)C(Cl)=C(Nc1ccccc1C(F)(F)F)C2=O	50.6
CCOP(=O)(OCC)OC(C[N+](=O)[O-])C(Cl)(Cl)Cl (configuration not stated)	95.5
CCCCOc1nc(C)cc(C)c1C#N	96.7

Next part
SMILES	HL-60(TB)
CCCCCCNC(=O)Oc1ccc(/C(=C(/C)Cc2ccc(OC)cc2)c2ccc(OCCN3CCCC3)cc2)cc1	78.0
CC(C)C(C(=O)O)n1c(O)c(/C=C2/C=c3cc4c(cc3=NC2=O)OCCO4)sc1=S (configuration not stated)	102.6
COc1nc2ccccc2cc1Cc1cc(-c2ccccc2)n[nH]c1=O	99.9
COc1ccc(C(=O)COc2ccc(/C=C3\Oc4ccc(OC)cc4C3=O)cc2)cc1	94.1
O=C(/C=C(O)/C=C/c1csc2ccccc12)/C=C/c1csc2ccccc12	104.5
CCN1C(=N)N(c2ccccc2)C(=O)C(CC)(CC)C1=O	134.7
OC(c1cc2cc(Cl)ccc2c2cc(C(F)(F)F)ccc12)C1CCCCN1 (configuration not stated)	-61.1*
O=C1/C(=C/c2cccc(O)c2O)SC(=S)N1CCCN1CCOCC1	41.1
OC(CNC1CCCCC1)Cn1c2ccc(I)cc2c2cc(I)ccc21 (configuration not stated)	93.7
COc1cc(/C=N\N=C\c2cc(OC)c(OC)c(OC)c2)cc(OC)c1OC	100.9

The closing four records of the section above lead into the next.
SMILES	HL-60(TB)
OC(c1cc2cc(Cl)ccc2c2cc(C(F)(F)F)ccc12)C1CCCCN1 (configuration not stated)	-61.1*
O=C1/C(=C/c2cccc(O)c2O)SC(=S)N1CCCN1CCOCC1	41.1
OC(CNC1CCCCC1)Cn1c2ccc(I)cc2c2cc(I)ccc21 (configuration not stated)	93.7
COc1cc(/C=N\N=C\c2cc(OC)c(OC)c(OC)c2)cc(OC)c1OC	100.9
C[C@@]1([N+](=O)[O-])CC2C=CC1C2 (some centres not stated)	94.3
O=C(NCc1ccc(N2CCCC2=O)cc1)c1ccc2noc(-c3ccccc3)c2c1	75.0
COc1cc(-c2nc3sc(C4CC4)nn3c2-c2ccc(Cl)cc2)cc(OC)c1OC	88.2
O=[N+]([O-])c1ccc2c(c1)Cc1cc(F)ccc1-2	114.2
COc1ccc(/C=C/C(=O)c2ccc(NC(=O)CSc3nnc(-c4ccc(-c5nc6ccc(Cl)cc6[nH]5)cc4)o3)cc2)cc1	91.1
O=c1cc(I)[nH]c(=O)[nH]1	103.7
CCCCCCCCCCCCNC(=O)c1cccnc1	91.5
O=C(O)/C=C/c1c2ccccc2cc2ccccc12	123.9
COc1cc(C2=NN(C(C)=O)C(c3ccc(OC(C)=O)cc3OC(C)=O)O2)c(OC(C)=O)c2ccccc12 (configuration not stated)	-17.9*
COc1ccc2c(c1)C(=O)c1c-2c(=O)n(CCCN(C)C)c2cc(OC)c(OC)cc12	74.8
O=C(O)c1ccc(-n2cc(CNc3ccc(C(F)(F)F)cc3)c(-c3ccccc3)n2)cc1	89.2
O=S(=O)(c1cccc(NC2=Nc3cccc4cccc2c34)c1)N1CCCC1	60.8
O=C(OCCCCCCN1CCOCC1)C1(c2ccccc2)CCCCC1	96.7
CCN1C(=O)N(CC)C2SC(N/N=C/c3ccc(OC)cc3)=NC21 (configuration not stated)	-16.6*
COc1ccc2c(=O)cc(C(Cl)(Cl)Cl)oc2c1	-32.6*
CC(C)NCC(O)COc1cccc2[nH]ccc12 (configuration not stated)	110.0
CC1CN=C(c2cccc(-c3ccc(-c4ccccc4)o3)c2)N1 (configuration not stated)	-46.1*
Cc1c(Cl)ccc2c1-n1cccc1C(C)C2 (configuration not stated)	111.4
COc1ccc2c(c1)N=c1c-2cc2c(O)[nH]c(=S)n2c1=O	-13.3*
CCCCOc1nc2cc(Cl)ccc2cc1/C=C/c1cc(/C=C/c2cc3ccc(Cl)cc3nc2OCCCC)[nH]n1	96.3

Compounds from the list above containing a COOH group:
SMILES	HL-60(TB)
CC(C)(O)C(C(=O)O)c1ccccc1 (configuration not stated)	97.9
COc1ccc([C@H]2[C@H](C(=O)O)c3ccccc3C(=O)N2c2ccc(Oc3ccccc3)cc2)cc1	102.8
CCCC/C(=C\C(=O)O)C(=O)O	84.6
O=C(O)COc1ccc(S(=O)(=O)c2ccc(OCC(=O)O)cc2)cc1	87.1
O=C(O)c1ccc(-c2cccc(Oc3ccc4nnc(Cl)n4n3)c2)cc1	107.6
O=C(O)c1cccc(=O)o1	94.6
Nc1nc(/C(=C/CC(=O)O)C(=O)N[C@@H]2C(=O)N3C(C(=O)O)=CCS[C@H]23)cs1	104.0
CC(C)C(C(=O)O)n1c(O)c(/C=C2/C=c3cc4c(cc3=NC2=O)OCCO4)sc1=S (configuration not stated)	102.6
O=C(O)/C=C/c1c2ccccc2cc2ccccc12	123.9
O=C(O)c1ccc(-n2cc(CNc3ccc(C(F)(F)F)cc3)c(-c3ccccc3)n2)cc1	89.2

New compounds follow:
SMILES	HL-60(TB)
O=c1sc2ccccc2n1CCCl	99.7
NS(=O)(=O)c1ccc(N/C=C/C(=O)c2cc3cc(Br)ccc3oc2=O)cc1	98.4
O=C(Nc1ccccc1)Nc1ccc([N+](=O)[O-])cc1	71.9
Cc1nc2ncccn2c1-c1csc(N)n1	111.5
O=C(NCCN1CCOCC1)c1ccc2c(c1)nc(Nc1cccc(Cl)c1)c1ccncc12	113.7

Assay outcomes as filed in PubChem.
